# Source: PubChem BioAssay
# NSD2 inh: inhibitors of human NSD2 methyltransferase. inhibition, % at 12.5 µM. actives 0.07% (n = 44,000). NSD2-SET H3K36me1 DELFIA fluorescence, biochemical. O96028; in the data active means inhibition above about 54%, passing the limit was not always enough;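 further: inhibitors reduce the monomethyl H3K36 fluorescence signal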
# Target sequence (O96028 whole entry, looked up): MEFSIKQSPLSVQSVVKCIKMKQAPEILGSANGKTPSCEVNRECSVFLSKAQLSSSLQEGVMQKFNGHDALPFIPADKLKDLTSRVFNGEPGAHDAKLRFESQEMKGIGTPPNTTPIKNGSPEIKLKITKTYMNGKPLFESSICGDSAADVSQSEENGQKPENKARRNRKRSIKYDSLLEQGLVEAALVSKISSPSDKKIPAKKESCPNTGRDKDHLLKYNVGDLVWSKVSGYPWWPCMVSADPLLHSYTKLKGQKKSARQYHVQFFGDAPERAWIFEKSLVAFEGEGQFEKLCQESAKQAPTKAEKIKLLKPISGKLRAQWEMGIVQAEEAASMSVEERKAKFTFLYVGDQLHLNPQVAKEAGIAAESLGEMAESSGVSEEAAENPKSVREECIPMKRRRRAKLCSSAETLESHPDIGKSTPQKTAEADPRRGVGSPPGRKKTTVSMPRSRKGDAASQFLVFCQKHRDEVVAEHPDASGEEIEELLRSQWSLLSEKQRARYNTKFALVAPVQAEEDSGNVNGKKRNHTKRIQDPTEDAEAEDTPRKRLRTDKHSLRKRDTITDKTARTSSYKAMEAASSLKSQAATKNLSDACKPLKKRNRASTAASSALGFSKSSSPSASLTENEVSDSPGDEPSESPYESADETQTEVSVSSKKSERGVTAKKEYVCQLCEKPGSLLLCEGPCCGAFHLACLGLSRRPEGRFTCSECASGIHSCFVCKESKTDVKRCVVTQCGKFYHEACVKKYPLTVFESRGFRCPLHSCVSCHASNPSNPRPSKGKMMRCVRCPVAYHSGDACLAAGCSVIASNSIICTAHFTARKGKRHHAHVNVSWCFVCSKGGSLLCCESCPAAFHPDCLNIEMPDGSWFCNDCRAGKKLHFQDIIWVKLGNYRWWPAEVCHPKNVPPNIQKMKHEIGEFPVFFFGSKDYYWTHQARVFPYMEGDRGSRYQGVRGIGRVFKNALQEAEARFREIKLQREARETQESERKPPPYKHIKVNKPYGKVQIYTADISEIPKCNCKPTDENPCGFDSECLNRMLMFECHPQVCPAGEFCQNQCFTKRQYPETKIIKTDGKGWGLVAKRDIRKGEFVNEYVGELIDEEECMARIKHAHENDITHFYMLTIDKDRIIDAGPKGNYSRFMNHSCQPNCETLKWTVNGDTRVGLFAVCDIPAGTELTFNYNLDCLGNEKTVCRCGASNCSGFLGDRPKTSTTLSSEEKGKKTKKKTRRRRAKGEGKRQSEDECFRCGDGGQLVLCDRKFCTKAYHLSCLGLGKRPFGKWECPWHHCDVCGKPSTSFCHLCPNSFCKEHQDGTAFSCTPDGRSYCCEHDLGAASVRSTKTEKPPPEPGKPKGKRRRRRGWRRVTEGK
# Starred values were filed as active, the others as inactive. The list is partial (hit frequency here may not be typical).
NSD2 inh | structure
2 | COCC(=O)N(C)C[C@@H]1Oc2ncc(/C=C/c3ccccc3)cc2C(=O)N([C@H](C)CO)C[C@@H]1C
5 | COc1ccc(-c2cnc3c(c2)C(=O)N([C@@H](C)CO)C[C@@H](C)[C@H](CN(C)C(=O)Cc2ccccn2)O3)cc1
7 | CCCN(C)C[C@@H]1Oc2cc(C#Cc3ccc(OC)cc3)ccc2S(=O)(=O)N([C@H](C)CO)C[C@@H]1C
2 | C[C@@H]1CN([C@@H](C)CO)C(=O)c2ccccc2-c2ccccc2CO[C@@H]1CN(C)C(=O)Nc1ccc2c(c1)OCO2
2 | COC(=O)CCCCCCC(=O)N/N=C/c1ccc([N+](=O)[O-])c(O)c1
-1 | C[C@H](CO)N1C[C@H](C)[C@H](CN(C)Cc2ccc(Cl)c(Cl)c2)Oc2ccc(NS(C)(=O)=O)cc2C1=O
-10 | C[C@H](CO)N1C[C@H](C)[C@H](CN(C)C(=O)Nc2ccc3c(c2)OCO3)Oc2c(NC(=O)Nc3ccc(C(F)(F)F)cc3)cccc2C1=O
-3 | CC(C)NC(=O)Nc1ccc2c(c1)C(=O)N([C@@H](C)CO)C[C@H](C)[C@H](CN(C)C(=O)Nc1ccc3c(c1)OCO3)OCCCC[C@H](C)O2
4 | COc1ccc(CN(C)C[C@H]2Oc3ccc(NC(=O)Cc4ccccc4)cc3CC(=O)N([C@H](C)CO)C[C@H]2C)cc1
-2 | C[C@@H]1CN([C@H](C)CO)C(=O)Cc2cc(NC(=O)NC3CCCCC3)ccc2O[C@@H]1CN(C)CC1CCCCC1
15 | CNC[C@@H]1Oc2c(NC(=O)C3CC3)cccc2C(=O)N([C@H](C)CO)C[C@H]1C
-3 | CC(C)(C)OC(=O)NC1(/C=N/NC(=O)c2ccccn2)CCCC1
5 | COc1ccc(NC(=O)Nc2ccc3c(c2)CC(=O)N([C@H](C)CO)C[C@H](C)[C@@H](CN(C)S(=O)(=O)c2ccc(OC)cc2)O3)cc1
7 | C[C@H](CO)N1C[C@H](C)[C@H](CN(C)C(=O)Nc2ccccc2)Oc2ccc(NC(=O)c3ccncc3)cc2C1=O
4 | COc1ccc(S(=O)(=O)Nc2ccc3c(c2)C(=O)N([C@H](C)CO)C[C@H](C)[C@@H](CN(C)C(=O)CCCN(C)C)OCCCC[C@H](C)O3)cc1
6 | COc1ccc(NC(=O)N(C)C[C@H]2Oc3ccc(NS(=O)(=O)c4c(C)noc4C)cc3CC(=O)N([C@@H](C)CO)C[C@@H]2C)cc1
-1 | COc1ccc(S(=O)(=O)N(C)C[C@@H]2Oc3c(NC(=O)C4CC4)cccc3C(=O)N([C@H](C)CO)C[C@H]2C)cc1
-122 | COCC(=O)Nc1ccc2c(c1)[C@H]1C[C@@H](CC(=O)NCc3ccc(OC)cc3)O[C@H](CO)[C@H]1O2
7 | C[C@H](CO)N1C[C@H](C)[C@H](CN(C)C(=O)CCCN(C)C)OCCCC[C@H](C)Oc2ccc(NS(=O)(=O)c3cccs3)cc2C1=O
4 | C[C@@H]1CN([C@@H](C)CO)C(=O)c2cc(NC(=O)Cn3cnnn3)ccc2O[C@H]1CN(C)S(=O)(=O)c1ccc(F)cc1
-5 | Cc1noc(C)c1NC(=O)Nc1ccc2c(c1)CC(=O)N([C@@H](C)CO)C[C@@H](C)[C@@H](CN(C)Cc1ccc(C(F)(F)F)cc1)O2
2 | C[C@H](CO)N1C[C@H](C)[C@@H](CN(C)CC2CCCCC2)Oc2ccc(NC(=O)Nc3ccc4c(c3)OCO4)cc2C1=O
-2 | CC(C)C#Cc1ccc2c(c1)O[C@@H](CN(C)Cc1ccccn1)[C@H](C)CN([C@H](C)CO)S2(=O)=O
-2 | Cc1noc(C)c1NC(=O)Nc1cccc2c1O[C@H](CN(C)CC1CCCCC1)[C@H](C)CN([C@H](C)CO)C2=O
-1 | COc1ccc(S(=O)(=O)N(C)C[C@H]2Oc3c(NC(=O)c4nc5ccccc5s4)cccc3C(=O)N([C@H](C)CO)C[C@@H]2C)cc1
-5 | CC(C)CC#Cc1ccc2c(c1)O[C@@H](CN(C)Cc1ccc(F)cc1)[C@H](C)CN([C@H](C)CO)S2(=O)=O
1 | COc1ccc(NC(=O)Nc2cccc3c2O[C@@H](CN(C)Cc2ccccc2)[C@H](C)CN([C@H](C)CO)C3=O)cc1
1 | C[C@H](CO)N1C[C@H](C)[C@H](CN(C)CC2CCCCC2)Oc2ccc(NC(=O)CCCN(C)C)cc2C1=O
-1 | CC(C)(CC(=O)O)CC(=O)N1CCN(C2c3ccccc3-c3ccccc32)CC1
-1 | O=C(C[C@H]1CC[C@H](NC(=O)c2cnccn2)[C@H](CO)O1)NCc1ccccc1F
3 | C[C@H]1CN([C@@H](C)CO)C(=O)c2cc(-c3ccc(C#N)cc3)cnc2O[C@@H]1CN(C)Cc1cncnc1
4 | COCCOC(=O)N1C(=O)[C@@]2(c3ccccc31)[C@H](C(=O)N1CCN(c3ncccn3)CC1)[C@H]1C(=O)O[C@H](c3ccccc3)[C@H](c3ccccc3)N1[C@@H]2c1ccccc1OCCO
-12 | CC(C)CC#Cc1cnc2c(c1)C(=O)N([C@@H](C)CO)C[C@@H](C)[C@H](CN(C)Cc1ccccn1)O2
-6 | C[C@@H]1CN([C@H](C)CO)C(=O)c2cc(C#CC3CC3)cnc2O[C@@H]1CN(C)C(=O)Cc1ccccn1
1 | COc1ccc(CN(C)C[C@H]2Oc3ccc(NC(=O)NC(C)C)cc3CC(=O)N([C@@H](C)CO)C[C@H]2C)cc1
1 | CCO[C@@H]1OC(C(=O)N2CCOCC2)=C[C@H](c2ccc(C(F)(F)F)cc2)[C@H]1CCCO
-12 | COC(=O)C[C@@H]1C[C@H]2c3cc(NS(=O)(=O)c4ccc(F)cc4)ccc3O[C@H]2[C@H](CO)O1
-6 | COCCNC(=O)C[C@H]1C[C@H]2c3cc(NC(=O)C4CCOCC4)ccc3O[C@H]2[C@H](CO)O1
12 | COc1ccc(S(=O)(=O)Nc2ccc3c(c2)C(=O)N([C@@H](C)CO)C[C@@H](C)[C@@H](CN(C)S(=O)(=O)c2c(C)noc2C)O3)cc1
1 | CC1=C(CC/C(C)=C/C(=O)O)[C@@]2(C)CCCC(C)(C)C2CC1 (stereo partly drawn)
-1 | COc1ccccc1-c1ccc2c(c1)O[C@@H](CN(C)C)[C@H](C)CN([C@@H](C)CO)S2(=O)=O
13 | C[C@@H]1CN([C@H](C)CO)C(=O)c2c(c3ccccc3n2C)-c2ccccc2CO[C@H]1CN(C)C(=O)[C@H](Cc1ccccc1)N(C)C
-8 | C[C@H](CO)N1C[C@H](C)[C@@H](CN(C)Cc2ccccc2)Oc2ccc(NS(=O)(=O)c3ccccc3)cc2C1=O
-4 | C[C@H]1CN([C@@H](C)CO)C(=O)c2cccc(NS(C)(=O)=O)c2O[C@@H]1CN(C)S(=O)(=O)c1ccccc1
-5 | COCC#Cc1cnc2c(c1)C(=O)N([C@H](C)CO)C[C@H](C)[C@H](CN(C)Cc1ccccc1)O2
-2 | C[C@@H]1CCCCO[C@@H](CN(C)C(=O)c2ccccc2)[C@@H](C)CN([C@H](C)CO)C(=O)c2cc(NC(=O)Nc3ccc4c(c3)OCO4)ccc2O1
23 | C[C@@H]1CN([C@H](C)CO)C(=O)CCCn2nncc2CO[C@H]1CN(C)C(=O)Cc1ccccc1
-4 | C[C@H]1CN([C@@H](C)CO)C(=O)c2cccc(NC(=O)Nc3ccc(F)cc3)c2O[C@H]1CN(C)Cc1ccc(-c2ccccc2)cc1
-1 | C[C@H]1CCCCO[C@@H](CN(C)C(=O)C2CCCCC2)[C@@H](C)CN([C@@H](C)CO)C(=O)c2cc(NC(=O)c3ccncc3)ccc2O1
13 | COc1ccc(S(=O)(=O)N(C)C[C@H]2Oc3ccc(NC(=O)Cc4ccccc4)cc3CC(=O)N([C@@H](C)CO)C[C@@H]2C)cc1
-2 | CC(C)=CCC[C@@H](C)C/C=N/NC(=O)CCCCCCC(=O)O
-6 | C[C@H]1CN([C@@H](C)CO)C(=O)Cc2cc(NS(C)(=O)=O)ccc2O[C@H]1CN(C)Cc1ccc(C(F)(F)F)cc1
5 | CCCNC(=O)N(C)C[C@H]1Oc2cc(-c3cncnc3)ccc2S(=O)(=O)N([C@H](C)CO)C[C@H]1C
0 | COc1ccc(S(=O)(=O)Nc2ccc3c(c2)C(=O)N([C@@H](C)CO)C[C@@H](C)[C@@H](CN(C)CC2CCCCC2)O3)cc1
5 | COc1ccc(NC(=O)Nc2cccc3c2O[C@@H](CN(C)C)[C@@H](C)CN([C@H](C)CO)C3=O)cc1
8 | COc1ccc([Si](C)(C)[C@H]2[C@H](CCO)O[C@@]3(C(=O)N(Cc4cccc(N5CCCCC5=O)c4)c4ccccc43)[C@@H]2C)cc1
-8 | O=C(C[C@H]1C[C@H]2c3cc(NS(=O)(=O)c4ccc(F)cc4)ccc3O[C@H]2[C@@H](CO)O1)N1CCc2ccccc2C1
2 | CC(C)[C@@H]1C=C(C(=O)O)O[C@H](OCc2ccc(CO)cc2)C1
3 | C[C@@H]1CN([C@H](C)CO)S(=O)(=O)c2ccc(Br)cc2O[C@H]1CN(C)C
-4 | COc1ccc(NC(=O)N(C)C[C@H]2Oc3c(NS(=O)(=O)c4ccc(OC)cc4)cccc3C(=O)N([C@@H](C)CO)C[C@@H]2C)cc1

# (continued)
NSD2 inh | structure
4 | C[C@@H]1CN([C@H](C)CO)S(=O)(=O)c2ccc(-c3cncnc3)cc2O[C@@H]1CN(C)Cc1ccccc1
-1 | COC(=O)C(CC#Cc1ccc2c(c1)[C@]1(C(=O)N2)[C@H](c2ccc(O)cc2)N2[C@H](c3ccccc3)[C@H](c3ccccc3)OC(=O)[C@H]2[C@@H]1C(=O)N1CCc2cc(OC)c(OC)cc2C1)C(=O)OC
4 | CCCCC/C=C/C(=O)CCc1ccc(O)c(OC)c1
0 | C[C@@H]1CN([C@@H](C)CO)C(=O)Cc2cc(NC(=O)CCN3CCOCC3)ccc2O[C@H]1CN(C)C(=O)NC1CCCCC1
0 | C/C=C(\C)C(=O)OC(C)(C)C1Cc2cc3ccc(=O)oc3cc2O1 (stereo not drawn)
1 | C/C=C/c1ccc2c(c1)O[C@H](CN(C)C(=O)c1ccncc1)[C@@H](C)CN([C@H](C)CO)S2(=O)=O
0 | CC(C)NC(=O)Nc1ccc2c(c1)CC(=O)N([C@@H](C)CO)C[C@H](C)[C@H](CN(C)C)O2
2 | C[C@H](CO)N1C[C@H](C)[C@H](CN(C)C)Oc2ccc(NC(=O)Nc3ccc(C(F)(F)F)cc3)cc2CC1=O
-3 | Cc1noc(C)c1NC(=O)Nc1cccc2c1O[C@H](CN(C)C(=O)Nc1ccc3c(c1)OCO3)[C@H](C)CN([C@@H](C)CO)C2=O
1 | CCS(=O)(=O)N[C@@H]1CC[C@@H](CC(=O)NCC2CC2)O[C@H]1CO
14 | COc1ccc(-c2cnc3c(c2)C(=O)N([C@H](C)CO)C[C@@H](C)[C@H](CN(C)S(C)(=O)=O)O3)cc1
-2 | COc1cc(O)cc(OC)c1/C=N/NC(=O)CCCCC(=O)NO
0 | CCCN(C)C[C@H]1OCCCC[C@@H](C)Oc2ccc(NC(=O)CCC(F)(F)F)cc2C(=O)N([C@@H](C)CO)C[C@H]1C
-7 | C[C@H](CO)N1C[C@H](C)[C@H](CN(C)Cc2ccc(C(=O)Nc3ccccc3N)cc2)Oc2ccc(NC(=O)Nc3ccc(C(F)(F)F)cc3)cc2CC1=O
-3 | C[C@H]1CCCCO[C@@H](CN(C)Cc2ccc3c(c2)OCO3)[C@@H](C)CN([C@@H](C)CO)C(=O)c2cc(NC(=O)CCC(F)(F)F)ccc2O1

# Sorted by heavy-atom count (smallest number first): part of the list above
NSD2 inh | structure
4 | CCCCC/C=C/C(=O)CCc1ccc(O)c(OC)c1
1 | CCS(=O)(=O)N[C@@H]1CC[C@@H](CC(=O)NCC2CC2)O[C@H]1CO
0 | C/C=C(\C)C(=O)OC(C)(C)C1Cc2cc3ccc(=O)oc3cc2O1 (stereo not drawn)
0 | CC(C)NC(=O)Nc1ccc2c(c1)CC(=O)N([C@@H](C)CO)C[C@H](C)[C@H](CN(C)C)O2
1 | C/C=C/c1ccc2c(c1)O[C@H](CN(C)C(=O)c1ccncc1)[C@@H](C)CN([C@H](C)CO)S2(=O)=O
0 | CCCN(C)C[C@H]1OCCCC[C@@H](C)Oc2ccc(NC(=O)CCC(F)(F)F)cc2C(=O)N([C@@H](C)CO)C[C@H]1C
0 | C[C@@H]1CN([C@@H](C)CO)C(=O)Cc2cc(NC(=O)CCN3CCOCC3)ccc2O[C@H]1CN(C)C(=O)NC1CCCCC1
-3 | Cc1noc(C)c1NC(=O)Nc1cccc2c1O[C@H](CN(C)C(=O)Nc1ccc3c(c1)OCO3)[C@H](C)CN([C@@H](C)CO)C2=O
-7 | C[C@H](CO)N1C[C@H](C)[C@H](CN(C)Cc2ccc(C(=O)Nc3ccccc3N)cc2)Oc2ccc(NC(=O)Nc3ccc(C(F)(F)F)cc3)cc2CC1=O
-1 | COC(=O)C(CC#Cc1ccc2c(c1)[C@]1(C(=O)N2)[C@H](c2ccc(O)cc2)N2[C@H](c3ccccc3)[C@H](c3ccccc3)OC(=O)[C@H]2[C@@H]1C(=O)N1CCc2cc(OC)c(OC)cc2C1)C(=O)OC

# (list continues)
NSD2 inh | structure
9 | C[C@H](CO)N1C[C@H](C)[C@@H](CN(C)C(=O)CC2CC2)Oc2cc(C3=CCCC3)ccc2S1(=O)=O
-1 | Cc1ccc(S(=O)(=O)N(C)C[C@H]2OCCCC[C@@H](C)Oc3ccc(NC(=O)NC(C)C)cc3C(=O)N([C@H](C)CO)C[C@H]2C)cc1
5 | COCC(=O)N(C)C[C@@H]1Oc2ncc(-c3ccccc3C)cc2C(=O)N([C@H](C)CO)C[C@H]1C
3 | C[C@H]1CCCCO[C@H](CN(C)Cc2ccccc2)[C@@H](C)CN([C@@H](C)CO)C(=O)c2cc(NC(=O)Nc3ccc(F)cc3)ccc2O1
9 | COc1cccc(NC(=O)N(C)C[C@H]2OCc3cnnn3CCCC(=O)N([C@@H](C)CO)C[C@H]2C)c1
2 | C[C@H]1CN([C@@H](C)CO)C(=O)Cc2cc(NS(=O)(=O)c3cccs3)ccc2O[C@H]1CN(C)C
-1 | Cc1ccc(S(=O)(=O)N(C)C[C@H]2OCCCC[C@H](C)Oc3ccc(NC(=O)CCCN(C)C)cc3C(=O)N([C@H](C)CO)C[C@@H]2C)cc1
